LYPLA1 inh – LYPLA1 inhibitors, primary screen, counter-screen for PME1 inhibitor project, biochemical, fluorescence polarization, FP-Rh probe ABPP | Acyl-protein thioesterase 1 (Homo sapiens), O75608 | recombinant LYPLA1 | 320,000 compounds, 0.16% hits | AID 2174, 2009 | inhibition, % at 5.9 µM;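 active = inhibition above the mean of all tested compounds plus 3 SD, set per campaign, cut at about 14% in these data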;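 also: inhibitors block serine hydrolase probe labeling of LYPLA1 so polarization falls; 0% = enzyme with DMSO and 100% = wells lacking LYPLA1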
Target sequence (O75608 whole entry, looked up): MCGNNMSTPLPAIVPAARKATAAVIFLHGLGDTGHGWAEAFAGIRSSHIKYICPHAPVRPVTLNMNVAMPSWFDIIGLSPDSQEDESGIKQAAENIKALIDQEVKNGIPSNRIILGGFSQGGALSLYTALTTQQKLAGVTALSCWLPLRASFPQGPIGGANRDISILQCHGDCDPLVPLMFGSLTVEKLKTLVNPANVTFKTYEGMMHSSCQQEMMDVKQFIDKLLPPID
PME-1 inh – PME-1 inhibitors via competitive probe labeling, primary screen, biochemical, fluorescence polarization, FP-Rh probe, HTS | Protein phosphatase methylesterase 1 (Homo sapiens), Q9Y570 | recombinant PME-1 | inhibition, % at 5.9 µM | 320,000 compounds, 0.53% hits;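 active = inhibition above the campaign mean of all compounds plus 3 SD, cut at about 26% in these data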;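 also: competitive labeling of PME-1 active site by serine hydrolase directed probe; 0% = PME-1 with DMSO and 100% = wells lacking PME-1 enzyme; inhibitors block probe labeling so polarization falls and inhibition rises; many of its hits are not listed in these tables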
PAFAH1B3 FP inh – PAFAH1B3 enzyme inhibitors, primary screen, biochemical, fluorescence polarization, human; Platelet-activating factor acetylhydrolase IB subunit alpha1 (Homo sapiens), Q15102; recombinant PAFAH1B3, FP-rhodamine probe; 340,000 compounds, 0.28% hits; inhibition, % at 3.39 µM;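 active = inhibition above the screen-wide average of all tested compounds plus 3 SD, cut at about 25% in these data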;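 also: 0% = enzyme with DMSO only and 100% = wells lacking PAFAH1B3 protein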
Target sequence (Q15102 whole entry, looked up): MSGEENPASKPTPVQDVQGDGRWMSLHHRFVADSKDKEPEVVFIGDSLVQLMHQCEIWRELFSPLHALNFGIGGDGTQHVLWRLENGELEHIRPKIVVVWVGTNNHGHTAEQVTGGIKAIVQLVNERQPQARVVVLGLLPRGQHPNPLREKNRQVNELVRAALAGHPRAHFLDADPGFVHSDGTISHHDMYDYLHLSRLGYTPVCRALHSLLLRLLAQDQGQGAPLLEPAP
GSTO1 counter – inhibitors of recombinant GSTO1, primary screen, counter-screen for RBBP9 inhibitor project, biochemical, fluorescence polarization | Glutathione S-transferase omega-1 (Homo sapiens), P78417 | activity-based probe fluorescence polarization | inhibition, % at 5.96 µM | 300,000 compounds, 1.1% hits | AID 1974, 2009;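 active = inhibition above the campaign mean inhibition plus 3 SD, cut at about 35% in these data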;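 also: 0% = GSTO1-1 with DMSO and 100% = wells lacking GSTO1-1 enzyme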
Target sequence (P78417 whole entry, looked up): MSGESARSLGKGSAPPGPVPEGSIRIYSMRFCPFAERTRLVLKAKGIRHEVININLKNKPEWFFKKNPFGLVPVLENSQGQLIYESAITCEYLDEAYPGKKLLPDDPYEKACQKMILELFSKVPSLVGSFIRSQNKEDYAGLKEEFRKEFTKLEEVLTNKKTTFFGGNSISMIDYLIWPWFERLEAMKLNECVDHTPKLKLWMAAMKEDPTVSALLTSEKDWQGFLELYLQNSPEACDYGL
PAFAH1B2 inh – PAFAH1B2 enzyme inhibitors, primary screen, biochemical, fluorescence polarization, human; inhibition, % at 3.39 µM; recombinant PAFAH1B2, FP-rhodamine activity probe; 340,000 compounds, 1.2% hits; Platelet-activating factor acetylhydrolase IB subunit alpha2 (Homo sapiens), P68402; AID 492953, 2010;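 active = inhibition above the mean of all tested compounds plus 3 SD, cut at about 24% in these data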;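 also: 0% = enzyme with DMSO and 100% = wells lacking PAFAH1B2; many of its hits are not listed in these tables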
Target sequence (P68402 whole entry, looked up): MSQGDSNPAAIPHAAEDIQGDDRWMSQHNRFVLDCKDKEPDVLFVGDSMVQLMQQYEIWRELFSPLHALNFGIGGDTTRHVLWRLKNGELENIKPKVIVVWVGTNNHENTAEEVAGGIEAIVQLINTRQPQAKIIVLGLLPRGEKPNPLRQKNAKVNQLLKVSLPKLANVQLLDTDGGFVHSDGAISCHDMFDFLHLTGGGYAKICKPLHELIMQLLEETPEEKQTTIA
pPAFAH inh – pPAFAH enzyme inhibitors, primary screen, biochemical, fluorescence polarization, human; inhibition, % at 3.39 µM; recombinant pPAFAH, FP-rhodamine probe fluorescence polarization; Platelet-activating factor acetylhydrolase (Homo sapiens), Q13093; 330,000 compounds, 1.5% hits;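 active = inhibition above the mean inhibition across the screen plus 3 SD, cut at about 25% in these data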;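 also: inhibitors block binding of the rhodamine activity-based probe so polarization drops; 0% = enzyme with DMSO and 100% = wells lacking pPAFAH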
PAD4 FP inh – human PAD4 inhibitors, primary screen, biochemical, fluorescence polarization, 1536-well format; Protein-arginine deiminase type-4 (Homo sapiens), Q9UM07; AID 485272, 2010; recombinant PAD4, RCA probe fluorescence polarization; 330,000 compounds, 0.41% hits; inhibition, % at 6.36 µM;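 active = percent inhibition above a cutoff equal to the mean of all tested compounds plus 3 SD, cut at about 15% in these data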;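 also: 0% = PAD4 with RCA probe and DMSO and 100% = probe without PAD4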
PREPL inh – PREPL enzyme inhibitors, primary screen, biochemical, fluorescence polarization. Prolyl endopeptidase-like (Homo sapiens), Q4J6C6. inhibition, % at 5.96 µM. recombinant PREPL, fluorescence polarization activity-based probe. 320,000 compounds, 0.68% hits. AID 2751, 2010; in the data active = inhibition above about 43%;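 also: 0% = enzyme with DMSO and 100% = wells lacking enzyme; many of its hits are not listed in these tables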
LYPLA2 inh – LYPLA2 inhibitors, primary screen, counter-screen for PME1 inhibitor project, biochemical, fluorescence polarization, FP-Rh probe ABPP; Acyl-protein thioesterase 2 (Homo sapiens), O95372; AID 2177, 2009; 320,000 compounds, 0.38% hits; recombinant LYPLA2; inhibition, % at 5.9 µM;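 active = inhibition above the screen-wide mean plus 3 SD, limit set per campaign, cut at about 26% in these data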;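 also: 0% = LYPLA2 with DMSO and 100% = wells lacking LYPLA2 enzyme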
Numbers without * were called inactive; / = no result given.

SMILES	LYPLA1 inh	PME-1 inh	PAFAH1B3 FP inh	GSTO1 counter	PAFAH1B2 inh	pPAFAH inh	PAD4 FP inh	PREPL inh	LYPLA2 inh
CCOC(=O)c1sc(=S)n(-c2ccccc2)c1N(C(C)=O)C(C)=O	5	4	-4	3	0	3	-3	2	3
COc1ccc2cc(CCNS(=O)(=O)c3c(C)cc(C)cc3C)c(=O)[nH]c2c1	2	1	0	0	10	4	-1	-13	0
O=C(COC(=O)CCC(=O)c1ccc(F)cc1)NCc1ccco1	7	-1	9	2	2	10	5	0	9
CC(C)c1nc(SCC(=O)Nc2ccc(C(=O)O)cc2)c2c3c(sc2n1)CCCC3	-2	-7	-2	2	-6	5	-3	-15	-1
COc1cccc(NC(=O)Nc2ccc3nsnc3c2)c1	-16	1	4	-12	-3	3	0	11	-19
CCNC(=O)COC(=O)/C=C/c1cccc(F)c1	-1	3	0	3	2	1	2	19	7
O=C(CSc1nc2ccc([N+](=O)[O-])cc2s1)NC1CCS(=O)(=O)C1 (stereo unspecified)	5	3	6	-1	2	3	0	3	3
Fc1cccc(Cl)c1Cn1nnc2c(NCc3ccncc3)ncnc21	-2	0	8	-8	0	4	-1	2	-4
COc1cc(Cl)ccc1NC(=O)COc1ccccc1C(=O)N1CCN(c2ccc(O)cc2)CC1	0	-2	7	3	3	19	5	29	5
Cc1occc1C(=O)NCc1ccc(C(=O)O)o1	1	2	5	-5	3	6	5	24	2
COc1ccc(CCNCc2c(OC)ccc3ccccc23)cc1OC	-4	-3	4	2	0	-3	-3	2	-3
CCCC(=O)Nc1nc(-c2ccc(OC)cc2)cs1	1	6	3	3	0	2	-2	-3	5
CCOC(=O)c1[nH]c2ccccc2c1NC(=O)c1ccco1	-5	-4	2	-1	6	-5	-20	-5	-11
CC(=O)c1cnc(-c2ccccc2Cl)s1	-3	-2	11	6	-1	0	-4	-19	1
O=C(NCCc1ccccc1)/C(=C\c1ccccc1)NC(=O)c1ccco1	-2	-2	1	2	-2	18	-2	-11	0
O=C(/C=C/c1ccco1)N1CCN(S(=O)(=O)c2ccccc2)CC1	/	/	7	/	0	7	1	16	/
Oc1ccc(CCC2CCCCN2Cc2nc(C3CC3)no2)cc1 (stereo unspecified)	4	2	10	12	1	-1	-5	14	2
O=C(C1CCN(S(=O)(=O)c2cnc[nH]2)CC1)N1CCN(c2ccc([N+](=O)[O-])cc2)CC1	-1	0	7	1	1	3	2	14	3
O=[N+]([O-])c1ccccc1SNc1ccccn1	1	8	8	2	2	4	6	3	0
CC1=NN(C(=O)c2ccc(Cn3cc([N+](=O)[O-])cn3)cc2)C(O)(C(F)(F)F)C1 (stereo unspecified)	2	12	1	1	3	3	0	-6	1
COc1ccc(Cc2nnn(CC(=O)O)n2)cc1	-1	-4	-2	3	5	-3	3	-1	11
O=C(CN1CCN(C2CCCCC2)CC1)NCCC1=CCCCC1	-1	6	-9	7	-3	-1	-3	4	2
CCOc1ccccc1NC(=O)c1nc[nH]c1C(=O)Nc1ccccc1OCC	-1	-5	2	4	2	3	-11	16	-4
Cc1ccc2c(C(=O)CN3CCOCC3)c(C)[nH]c2c1	-2	1	-1	1	0	2	-1	1	-4
O=C(c1ccccc1)N1CCN(C(=O)c2ccccc2)CC1	-2	0	1	-2	0	-1	-3	-3	-2
O=C(Nc1ncnc2sc3c(c12)CCCC3)c1ccncc1	0	-6	14	-3	6	3	-4	2	0
COc1ccc(NC(=O)NCc2ccccn2)c(OC)c1	-3	4	4	2	-1	2	1	2	6
CCCn1c(C)cc(=O)c2cc(NC(=O)c3cnccn3)ccc21	-3	2	3	9	8	4	1	3	6
CCCN(Cc1ccccc1)C(=S)NC(=O)c1ccccc1[N+](=O)[O-]	-1	-4	1	14	6	-6	-1	5	-7
COc1ccc(-c2csc3nc(C(C)(C)C)oc(=O)c23)cc1OC	-5	11	1	5	-3	-1	-4	12	1

3 entries from above, ordered by molar mass, rising:
SMILES	LYPLA1 inh	PME-1 inh	PAFAH1B3 FP inh	GSTO1 counter	PAFAH1B2 inh	pPAFAH inh	PAD4 FP inh	PREPL inh	LYPLA2 inh
O=C(c1ccccc1)N1CCN(C(=O)c2ccccc2)CC1	-2	0	1	-2	0	-1	-3	-3	-2
O=C(Nc1ncnc2sc3c(c12)CCCC3)c1ccncc1	0	-6	14	-3	6	3	-4	2	0
CCOc1ccccc1NC(=O)c1nc[nH]c1C(=O)Nc1ccccc1OCC	-1	-5	2	4	2	3	-11	16	-4

Further entries.
SMILES	LYPLA1 inh	PME-1 inh	PAFAH1B3 FP inh	GSTO1 counter	PAFAH1B2 inh	pPAFAH inh	PAD4 FP inh	PREPL inh	LYPLA2 inh
Cc1ccc(NC(=O)COC(=O)/C=C/c2c(C)nn(-c3ccc(F)cc3)c2Cl)cc1F	-2	-2	2	1	1	3	-2	-16	-10
O=C(NCc1ccc(F)cc1)C(=O)NCC1CCCN1S(=O)(=O)c1ccccc1 (stereo unspecified)	0	5	0	11	-2	12	2	-6	-3
COc1cc(-c2nnc(-c3cccnc3)o2)cc(OC)c1OC	1	1	6	6	6	1	0	0	2
Cc1ccc(NC(=O)CN(C)C(=O)c2cccc(S(=O)(=O)N3CCCC3)c2)cc1	2	-2	0	/	5	0	-3	-13	0
O=C(NCCOc1ccccc1)C1CCCCC1	-1	-3	7	7	0	0	-1	0	-1
CCn1c(C)nnc1SCC(=O)Nc1cccc(Cl)c1	3	1	6	-1	0	-3	-3	6	2
O=C(/C=C/c1ccc2ccccc2c1)c1ccoc1	0	-6	0	-7	-2	6	-1	1	-3
CC(C)Oc1ccc(CNC(=O)c2ccc3c(c2)N(C)CCS3)cc1	-1	11	8	3	0	7	-2	14	-1
COC(=O)c1c(C)[nH]c(C(=O)CN(C)CC(=O)Nc2cccc(F)c2)c1C	-1	0	10	/	4	3	-3	7	6
COC(=O)C1CCN(C(=O)COC(=O)c2ccc3[nH]c4c(c3c2)CCCC4)CC1	2	-2	6	13	0	3	-1	1	2
CCOC(=O)NC(=O)/C(C#N)=C/c1ccc(N(C)C)cc1	-2	3	/	-14	/	2	1	-2	-1
CC(C)c1cc(C(=O)N2CCCC(Nc3ccc(F)c(F)c3)C2)nc(N)n1 (stereo unspecified)	1	3	-3	-2	5	0	-6	20	0
O=C(CCc1nnc(CCCc2ccccc2)o1)NCC(F)(F)F	3	3	-12	3	-3	-2	-3	7	-1
N#C/C(=N\Nc1ccc(Cl)cc1)C(=N)N1CCCCCC1	-4	-10	2	-3	1	-6	-2	9	1
O=C(Cn1cnnn1)NCc1ccccc1	-3	1	9	4	3	-2	-1	2	-1
O=C(Nc1nc2ccccc2s1)c1ccc(OCC2CCCO2)cc1 (stereo unspecified)	-15	-37	-7	-20	0	13	0	-10	-10
COc1ccc(NC(=O)c2cc([N+](=O)[O-])ccc2N2CCN(C)CC2)cc1	-1	-3	7	0	6	-3	-1	-2	3
CC1Cc2ccccc2N1C(=O)COC(=O)CSc1ccc(F)cc1 (stereo unspecified)	0	8	-5	2	26*	12	1	3	12
CSc1nnc(-c2ccc(F)cc2)o1	2	-3	-2	5	2	1	2	19	0
Cc1occc1C(=O)N/N=C/c1c(O)ccc2ccccc12	2	3	24	9	9	13	-4	12	1
NS(=O)(=O)c1ccc(NC(=O)c2cc(=O)c3ccccc3o2)cc1	-1	-10	-1	0	5	1	-1	11	-1
COc1cc(C(=O)NC(C)Cc2cccs2)cc(OC)c1OC (stereo unspecified)	-1	-1	4	5	5	-1	2	0	-6
CCOC(=O)CCn1nc(-c2ccc(C)cc2)c2ccccc2c1=O	-2	1	2	0	4	0	4	10	-9
CCC1Sc2ccc(S(=O)(=O)CCC(=O)N3CCc4ccccc43)cc2NC1=O (stereo unspecified)	0	-4	5	22	-4	0	-3	-3	-1
CCCCCCCOc1ccc(OC(=O)c2ccncc2)cc1	3	0	-2	5	2	9	-5	2	32*
COc1ccc(CCNC(=O)COc2ccc(S(=O)(=O)NCC(C)C)cc2Cl)cc1OC	2	11	-13	-5	2	15	-1	1	16
O=S(=O)(Nc1ncn[nH]1)c1ccc(Cl)cc1	0	3	13	-2	7	1	-1	3	4
CC(NC(=O)c1ccc(-c2cc(C(F)(F)F)ccc2Cl)o1)c1ccccc1 (stereo unspecified)	-1	3	8	3	3	-5	-4	6	3
Cc1cccc(NC(=O)CNC(=O)N2CC(=O)Nc3ccccc32)c1C	1	-5	7	3	0	-3	-5	-4	3
Cc1ccc(S(=O)(=O)C(CCC(=O)c2ccc(Cl)cc2)C(N)=O)cc1 (stereo unspecified)	-1	-8	5	7	15	-1	2	-15	1
COc1cc(/C=C/C(=O)OCC(=O)NC(=O)NCc2ccco2)ccc1OC(F)F	/	/	8	/	2	6	-4	18	/
Nc1ccc(CN2CCOCC2)cc1	0	-7	3	3	-1	0	-3	-1	1
O=C(CN1C(=O)c2ccccc2S1(=O)=O)NC1CC2CCC1C2 (stereo unspecified)	2	-1	12	7	9	0	-1	-5	-1
COc1cccc(C(=O)O/N=C(\N)c2ccncc2)c1OC	3	0	-4	-3	1	1	-1	3	6
COc1ccc(NC(=O)C2CCCN(S(=O)(=O)c3cccc4cccnc34)C2)cc1 (stereo unspecified)	0	4	11	-1	-1	2	0	-5	-5
O=[N+]([O-])c1cc(C(F)(F)F)cc([N+](=O)[O-])c1N1CCCNCC1	3	4	6	-4	5	3	0	2	0
O=C(Nc1ccc(Cl)c(Cl)c1)Nc1ccc([N+](=O)[O-])cn1	5	2	-1	0	1	2	-8	13	8
O=C(Cc1ccccc1)N/N=C/c1ccc(OCC(=O)Nc2ccccc2)cc1	-3	-2	0	2	4	2	-3	-8	2
Cc1ccc(Nc2nc(C)cs2)cc1	0	-1	7	-1	-5	-2	-3	14	0
CCCn1c(SCC(=O)N(C2CCCCC2)C2CCS(=O)(=O)C2)n[nH]c1=O (stereo unspecified)	2	-2	6	/	9	3	-1	7	1
COc1ccc(NC(=O)C(=O)NCCN2CCN(C(=O)C(c3ccccc3)c3ccccc3)CC2)cc1	-1	3	8	2	6	-1	-9	8	-4
COc1cccc(CNC(=O)C(=O)NCCC2CCCCN2S(=O)(=O)c2cccs2)c1 (stereo unspecified)	2	-1	7	10	1	3	0	-12	-1
COc1ccc(NC(=O)C2CCN(S(=O)(=O)c3cccc4nonc34)CC2)cc1	1	-6	-4	6	7	5	3	-1	-5
COc1cccc2c1OCC([C@@H]1C[C@H]3CN(Cc4cccc(Cl)c4)C(=O)[C@]34CCCN14)=C2	-1	-5	11	2	1	-7	-2	3	-4
Cc1cc(=O)oc(C)c1C(=O)Nc1ccc(F)cc1	-1	-1	0	7	1	2	1	5	-3
Cc1c(NC(=O)c2ccc(S(=O)(=O)N3CCOCC3)cc2)cccc1[N+](=O)[O-]	1	0	4	5	10	3	-2	3	-5

Compound activity deposited in PubChem by The Scripps Research Institute Molecular Screening Center.

An excerpt, so the mix of outcomes need not match the whole.
